# GLS inhibitor: inhibitors of human glutaminase (GLS). O94925. GLS enzymatic activity, qHTS titration. Potency, µM (highest dose often 45.5 µM), inactives show top-dose activity change, negative = inhibition, actives largely listed as inhibitors. 0.21% of 410,000 active; also: potency is read from the fitted curve at half-maximal effect; % is scaled to controls: 0 for no effect and ±100 for the full control effect
#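 hKGA in 45 mM KH2PO4 (pH 8.2), 0.02% Tween-20 with compound, then 1mM L-Glutamine (stock as added) plus glutamate oxidase/HRP/Amplex red coupling mix. Fluorescence read initially and after 30 min at RT; signal change reflects glutamate formation.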
# USP1-UAF1 inh: blocks the human USP1/UAF1 deubiquitinase complex. O94782. recombinant USP1/UAF1, Ub-Rhodamine cleavage fluorescence. Potency, µM (highest dose often 57.1 µM), inactives show at the highest dose activity change, negative = inhibition, usual class: inhibitors. 0.23% of 390,000 active. AID 743255; also: potency is read from the fitted curve at half-maximal effect; % is scaled to controls: 0 for no effect and ±100 for the full control effect; nearly all actives have a fitted effect of over 60% in size; inactives centre near -12
#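 In this screen, compounds sit with the deubiquitinase complex (1nM) for 15 min at room temperature before Ub-Rho is added at 150nM final. Fluorescence rise is then followed for 6 reads every 60 seconds.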
# PI4K2A block: inhibitors of human PI4K2A; Q9BTU6; purified PI4K2A, ADP-Glo luminescence, 1 h; active compounds read low; activity change, negative = inhibition, % at 76.9 µM; 0.13% of 420,000 active; in the data active = activity change below about -50%; inconclusive = mostly about -30% to -49%;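 also: -100% = wells without enzyme as full effect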
# Target sequence (Q9BTU6 whole entry, looked up): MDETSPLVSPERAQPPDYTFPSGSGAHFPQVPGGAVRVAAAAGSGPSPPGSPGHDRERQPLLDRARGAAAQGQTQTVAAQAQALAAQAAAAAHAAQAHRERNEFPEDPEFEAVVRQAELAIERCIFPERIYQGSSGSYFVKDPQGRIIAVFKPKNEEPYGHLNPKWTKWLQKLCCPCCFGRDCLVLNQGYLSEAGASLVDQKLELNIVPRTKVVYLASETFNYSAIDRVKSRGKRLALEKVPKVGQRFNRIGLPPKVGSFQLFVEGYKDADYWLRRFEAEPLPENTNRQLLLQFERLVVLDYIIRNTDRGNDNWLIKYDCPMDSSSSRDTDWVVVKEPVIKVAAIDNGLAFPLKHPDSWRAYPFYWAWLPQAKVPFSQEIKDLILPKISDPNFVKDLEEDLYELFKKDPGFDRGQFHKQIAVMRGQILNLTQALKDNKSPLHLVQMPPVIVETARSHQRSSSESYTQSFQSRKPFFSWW
#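 In this quantitative HTS, ADP production by PI4K2A was quantified luminescently after 1 h at ambient temperature; 100 microM adenosine served as plate-quality control.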
# mIDH1 inhibitor: inhibitors of human mutant IDH1 R132H | 0.093% of 390,000 active | IDH1-R132H enzyme, NADPH consumption, diaphorase/resazurin fluorescence | O75874 | Potency, µM (series often up to 76.6 µM), without a hit: at the top dose activity change, negative = inhibition, usual class: inhibitors | AID 602179; also: potency is read from the fitted curve at half-maximal effect; % is scaled to controls: 0 for no effect and ±100 for the full control effect; nearly all actives have a fitted effect of over 65% in size
#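 IDH1-R132H (0.5 ug/mL) preincubated 30 min with compound, then NADPH (0.016 mM) and alpha-KG (2 mM) added; 80 min at RT, pH 7.5. Remaining NADPH coupled via diaphorase/resazurin to fluorescence (540/590 nm); concentration-response curves normalized to no-enzyme control.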
# HP1b chromo inh: HP1-beta chromodomain-methylated histone interaction inhibition | P83916 | AlphaScreen HP1-beta / biotin-H3K9me3 peptide binding | Potency, µM (highest dose often 114 µM), for inactives: at the top dose activity change, negative = inhibition, actives largely listed as inhibitors | 0.56% of 390,000 active; also: potency is read from the fitted curve at half-maximal effect; nearly all actives have a fitted effect of over 70% in size; inactives centre near 23
#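 Compound inhibition of the preformed complex between 50 nM HP1-beta and 50 nM biotinylated H3K9me3 peptide was read by AlphaScreen. Buffer was PBS pH 7.4 with 0.01% Tween-20. Incubations ran 30 min at room temperature, with 10 ug/mL donor/acceptor beads.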
# TrxR1 substrate: rat thioredoxin reductase 1 substrate activity | 0.01% of 390,000 active | purified TrxR1 substrate turnover, NADPH consumption readout | Potency, µM (highest dose often 114 µM), without a hit: at the top dose activity change, negative = substrate turnover | O89049; also: potency is read from the fitted curve at half-maximal effect; % is scaled to controls: 0 for no effect and ±100 for the full control effect; nearly all actives have a fitted effect of over 50% in size
#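 Rat TrxR1, dispensed at 90 nM, was prereduced with 400 uM NADPH (final) for 5 min at ~22 deg C, then incubated with compound 15 min before 400 uM selenite. A first-read NADPH fluorescence drop versus no-compound background flagged substrates.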
# PGK inhibitor: blocks T. brucei phosphoglycerate kinase; P07378; PGK/GAPDH coupled, Kinase-Glo luminescence, 60 min; Potency, µM (series often up to 57.5 µM), for the others: top-dose activity change, negative = inhibition, usual class: inhibitors; 0.043% of 380,000 active; AID 602233; also: potency is read from the fitted curve at half-maximal effect; % is scaled to controls: 0 for no effect and ±100 for the full control effect; nearly all actives have a fitted effect of over 60% in size
# Target sequence (P07378 whole entry, looked up): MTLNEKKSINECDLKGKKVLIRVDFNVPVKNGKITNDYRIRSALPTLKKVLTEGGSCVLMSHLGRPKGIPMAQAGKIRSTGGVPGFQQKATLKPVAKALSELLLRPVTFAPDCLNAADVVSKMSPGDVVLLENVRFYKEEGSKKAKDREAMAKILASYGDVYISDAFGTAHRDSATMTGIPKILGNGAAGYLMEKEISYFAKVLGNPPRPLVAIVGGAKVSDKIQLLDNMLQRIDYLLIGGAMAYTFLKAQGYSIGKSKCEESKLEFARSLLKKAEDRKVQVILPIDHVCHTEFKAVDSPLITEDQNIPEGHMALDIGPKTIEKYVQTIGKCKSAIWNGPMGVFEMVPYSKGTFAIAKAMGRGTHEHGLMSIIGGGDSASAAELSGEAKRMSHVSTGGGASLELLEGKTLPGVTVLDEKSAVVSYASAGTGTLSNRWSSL
#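 Recombinant glycosomal PGK reaction used 1,3-bisphosphoglycerate generated in-well by GAPDH (100nM final) in 100mM TEA pH 7.6, 5mM MgCl2, 0.01% Tween-20. After 60 minutes at room temperature, ATP was read by Kinase-Glo Plus luminescence end-point.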
# Pin1 inh: blocks the human prolyl isomerase Pin1; 0.009% of 390,000 active; AID 504891; Pin1 FP peptide displacement, HiFluor488, 10 min; Q13526; Potency, µM (top dose mostly 115 µM), for inactives: at the highest dose activity, negative = inhibition, usual class: inhibitors; active = well fitted inhibition curve with a large enough effect in the polarisation, with a control signal flat, not every such curve was filed as active; inconclusive = small, poorly fitted or top-dose-only effect, or effect the other way, or a change in a side signal; inactive = no such curve, though single readings can be large or run the other way; the % refers to the polarisation; also: potency is read from the fitted curve at half-maximal effect; % is scaled to controls: 0 for no effect and ±100 for the full control effect
# rTrxR1 inhibitor: blocks rat thioredoxin reductase 1; O89049; recombinant rTrxR1, NADPH fluorescence consumption, selenite substrate; Potency, µM (highest dose often 114 µM), for inactives: at the highest dose activity change, negative = inhibition, usual class: inhibitors; 1% of 390,000 active; also: potency is read from the fitted curve at half-maximal effect; % is scaled to controls: 0 for no effect and ±100 for the full control effect; nearly all actives have a fitted effect of over 65% in size
#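 Rat TrxR1 (90 nM in the dispensed reagent) was pre-reduced with 400 uM NADPH for 5 min at room temperature, then incubated with compound for 15 min. After 400 uM selenite was added, NADPH fluorescence (Ex 340/Em 450 nm) was followed for 8 min.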
# * marks the source's active call; other numbers are inactive results; i = inactive; u = inconclusive; x = not tested or not shown; [ ] = another dose, or the depositor's remark. Unless noted, calls follow the shape of the dose curve; as a rule, active = well fitted curve in the direction sought with a large enough effect; inconclusive = small, poorly fitted or top-dose-only effect, or another doubt; inactive = no such curve, though single readings can be large; an effect the other way counts as inactive or inconclusive. The list is partial, so the mix of outcomes need not match the whole.
SMILES,GLS inhibitor,USP1-UAF1 inh,PI4K2A block,mIDH1 inhibitor,HP1b chromo inh,TrxR1 substrate,PGK inhibitor,Pin1 inh,rTrxR1 inhibitor
NC(=O)CC(NC(=O)Cc1cccc2ccccc12)c1ccc(N2CCC(Cc3ccccc3)CC2)c([N+](=O)[O-])c1 (stereo unspecified),-1%,-14%,2,-20%,-5%,-5%,-9%,1%,15%
Cc1cc2nc(C)c(Cl)c(=O)n2[nH]1,10%,-15%,-4,16%,0%,16%,7%,0%,36%
Cc1cc(C(=O)COc2ccc3ccc(=O)oc3c2)c(C)n1C,2%,-5%,4,3%,6%,3%,-3%,-4%,12%[57.1 µM]
COc1cccc(C(=O)N(c2ccc(C)cc2)C2C=CS(=O)(=O)C2)c1 (stereo unspecified),0%,-11%,2,8%,53%[activator],7%,-4%,-10%,30%
Cc1ccc(NC(=O)CCNS(=O)(=O)c2ccc3c(c2)CCCC(=O)N3)cc1,-8%,-8%,-3,-9%,1%,9%,-8%,2%,33%
CC(=O)Nc1ccc(OC(F)(F)C(F)F)c(NC(C)=O)c1,-1%,6%,2,10%,8%,6%[57.1 µM],x,-5%,19%
CCOC(=O)C1CCN(S(=O)(=O)c2ccc3[nH]c(=O)c(=O)[nH]c3c2)CC1,3%,u,0,18%,16%,8%[57.1 µM],3%,0%,27%[57.1 µM]
Cc1ccc2oc(=O)c(/C=C(\O)c3sc(C)nc3C)nc2c1,u,u,-4,3%,44%,-21%[57.1 µM],i,40%[activator],-28%
Cc1cccc(OCC(=O)N(Cc2cccs2)C2CCS(=O)(=O)C2)c1C (stereo unspecified),-1%,1%,-1,-4%,24%,-5%,2%,-6%,-5%
CC(C)(C)c1ccc(OC(=O)Cn2c(C(F)(F)F)nc3ccccc32)cc1,-3%,-17%,5,-4%,5%,7%[57.1 µM],-2%,3%,15%[57.1 µM]
Cn1c(=O)c2c(nc(NC3CCCCC3)n2Cc2ccccc2)n(C)c1=O,0%,u,0,-5%,26%,-5%,8%,-4%,2%
Nc1nn(-c2ccccc2)c(N)c1N=Nc1ccccc1F,-2%,-22%,8,4%,-33%,-9%[57.1 µM],i,0%,-11%[57.1 µM]
CSc1ccc(CN(C)CC(=O)NCCc2ccccc2)cc1,-6%,-11%,2,7%,28%,-1%,6%,-3%,2%
O=C(NC(=S)NC1CC1)c1cccnc1,33%,-15%,7,13%,3%,-4%,2%,-4%,-13%
CN(Cc1ccccc1)C(=O)CCC1CCN(S(C)(=O)=O)CC1,-3%,-17%,-6,5%,50%[activator],1%,-12%,2%,21%
CCOc1ccccc1C(=O)NCC(=O)NNC(=O)CN(C)S(=O)(=O)c1ccc(Cl)cc1,3%,-12%,3,6%,38%[activator],-8%,-7%,1%,-22%
CC1(C)CC2CC(C)(CN2C(=O)c2ccccc2)C1 (stereo unspecified),-5%,-17%,2,-7%,34%,2%,2%,u,29%
O=C(CSC1=NCCS1)Nc1cccc(F)c1,2%,0%,2,3%,47%[activator],4%,9%,-1%,20%[57.1 µM]
CCc1ccc(C(=O)Nc2ccc(OC)c(S(=O)(=O)N3CCCCC3)c2)cc1,0%,-23%,1,-1%,20%,0%,-8%,1%,26%
COc1ccc(COc2ccc(C3C(S(=O)(=O)c4ccccc4)CON3C)cc2OC)cc1 (stereo unspecified),0%,-11%,2,4%,45%[activator],8%[57.1 µM],-10%,0%,11%[57.1 µM]
COc1ccc(C)cc1NC(=O)CN1CCCC1c1ccc2c(c1)OCCCO2 (stereo unspecified),6%,-3%,2,5%,25%,-10%,0%,3%,-23%
Cc1ccc(OCC(=O)Nc2ccccc2C(=O)OCc2cc(=O)n3nc(C4CC4)sc3n2)cc1,5%,-9%,-1,8%,27%,2%[57.1 µM],0%,5%,10%[57.1 µM]
Cc1nc(N)nc(N)c1CCCc1ccc(Cl)c(Cl)c1,-28%,-8%,8,6%,25%,-16%[11.4 µM],-9%,u,24%[11.4 µM]
CC(C)CSc1nnc2c3ccccc3n(C)c2n1,4%,-12%,-12,19%,12%,5%[57.1 µM],i,-1%,18%[57.1 µM]
O=C(COc1coc(CN2CCCc3ccccc32)cc1=O)Nc1ccc([N+](=O)[O-])cc1,u,-6%,-8,-16%,8%,-5%[57.1 µM],8%,u,-8%[57.1 µM]

# Single values from the entries so far:
# CC(C)CSc1nnc2c3ccccc3n(C)c2n1 in USP1-UAF1 inh is entered as -12%
# COc1cccc(C(=O)N(c2ccc(C)cc2)C2C=CS(=O)(=O)C2)c1 (stereo unspecified) in TrxR1 substrate is entered as 7%

# Back to the main list, starting 3 compounds before the break.
SMILES,GLS inhibitor,USP1-UAF1 inh,PI4K2A block,mIDH1 inhibitor,HP1b chromo inh,TrxR1 substrate,PGK inhibitor,Pin1 inh,rTrxR1 inhibitor
Cc1nc(N)nc(N)c1CCCc1ccc(Cl)c(Cl)c1,-28%,-8%,8,6%,25%,-16%[11.4 µM],-9%,u,24%[11.4 µM]
CC(C)CSc1nnc2c3ccccc3n(C)c2n1,4%,-12%,-12,19%,12%,5%[57.1 µM],i,-1%,18%[57.1 µM]
O=C(COc1coc(CN2CCCc3ccccc32)cc1=O)Nc1ccc([N+](=O)[O-])cc1,u,-6%,-8,-16%,8%,-5%[57.1 µM],8%,u,-8%[57.1 µM]
O=[N+]([O-])c1ccc(N2CCOCC2)cc1NCc1ccccc1,-2%,-10%,-6,0%,u,-14%,-8%,3%,-5%
Cc1onc(-c2ccccc2)c1C(=O)N1CCN(c2ncccn2)CC1,14%,-17%,-2,23%,22%,0%,4%,-4%,-3%
O=C1OC2CCC1(c1ccccc1)C2 (stereo unspecified),9%,5%,-5,-2%,28%,15%[57.1 µM],-3%,-1%,20%[57.1 µM]
O=C(O)[C@H]1CCCC[C@H]1C(=O)Nc1cc([N+](=O)[O-])ccc1F,-16%,-8%,4,6%,26%,-2%,i,-5%,2%
CC/C=C1/N=C2C(=O)N(C)C(=O)N=C2N(C)N1,x,x,x,x,-2%[57 µM],-20%,x,-8%,-20%
Cn1nc(C(=O)OCC(=O)N2CCc3ccccc32)c2ccccc2c1=O,1%,-2%,6,8%,5%,0%[57.1 µM],-8%,1%,12%[57.1 µM]
Cc1ccc(NC(=O)Nc2c(C)n(C)n(-c3ccccc3)c2=O)cc1C,-22%,-15%,-1,1%,u,6%,4%,1%,20%[57.1 µM]
O=C(CCN1C(=O)/C(=C\c2ccccc2)SC1=S)Nc1ccc(C(=O)O)cc1,1%,-16%,-2,-3%,-30%,-4%,-1%,-16%,2%
Cc1cnc(NC(=O)CSc2nnc(C)n2N)s1,5%,-10%,-6,1%,24%,16%,-9%,-1%,35%[activator]
O=C(CSc1nnc2ccccn12)NCCN1C(=O)CSC1=O,-1%,-20%,6,7%,29%,8%,-4%,-3%,-9%
O=C(Nc1cccc(C(=O)N2CCOCC2)c1)c1ccccc1Cl,1%,1%,0,8%,11%,-3%,-18%,-7%,-3%
COc1cccc2cc(C(C)N(CCCN3CCOCC3)C(=S)Nc3cc(C)cc(C)c3)oc12 (stereo unspecified),5%,-22%,8,5%,20%,-4%,-18%,0%,20%
O=C(COC(=O)c1ccc(Br)o1)Nc1ccc(N2CCOCC2)cc1,24%,-5%,-2,1%,14%,5%,-9%,-2%,8%
Cc1ccc(C(=O)N2CCN(c3ccc(N4CCOCC4)nn3)CC2)cc1C,13%,-1%,4,-4%,9%,72%[activator],4%,-10%,10%
O=C(NCc1ccccc1)Oc1cccc(Cl)c1,16%,-6%,-3,12%,6%,4%,i,-1%,4%
